# D1 agonist – agonists of human D1 dopamine receptor; P21728; HEK293 T-REx D1 cells, calcium flux, agonist mode; activation, % at 2 µM; 360,000 tested, 1% active; AID 504660; in the data active means activation above about 30%; further: 0% is about no effect
# Target sequence (P21728 whole entry, looked up): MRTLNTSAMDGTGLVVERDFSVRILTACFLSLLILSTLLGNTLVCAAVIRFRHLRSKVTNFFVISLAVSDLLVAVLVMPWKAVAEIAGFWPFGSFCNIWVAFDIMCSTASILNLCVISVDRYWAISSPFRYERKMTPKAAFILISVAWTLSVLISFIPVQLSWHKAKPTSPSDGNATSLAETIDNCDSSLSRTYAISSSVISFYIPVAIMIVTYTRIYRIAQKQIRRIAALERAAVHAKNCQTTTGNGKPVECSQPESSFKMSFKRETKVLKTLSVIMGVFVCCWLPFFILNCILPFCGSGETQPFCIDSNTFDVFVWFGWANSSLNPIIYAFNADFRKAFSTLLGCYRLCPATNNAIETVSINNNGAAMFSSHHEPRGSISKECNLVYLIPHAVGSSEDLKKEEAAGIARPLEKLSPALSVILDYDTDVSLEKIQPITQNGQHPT
#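 Agonism was scored from calcium flux recorded over 180 s (1 read/s) after pintool compound addition, following a 10-cycle baseline. Cells were inducible force-coupled HEK293 TREx D1, plated overnight at 30 C and loaded with no-wash calcium dye.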
# D1 potentiator – human D1 dopamine receptor positive modulation; HEK293 TREx D1 cells, calcium flux, dopamine EC20 potentiation; 360,000 tested, 0.036% active; potentiation, % at 10 µM; P21728; in the data active means potentiation above about 30%; further: 0% is about no effect
# GRP78 ERSR act – ER stress response induction in glioma; U87-MG GRP78 promoter luciferase reporter, 16 h; Potency, µM, inactives show at the highest dose activation, usual class: activators; 420,000 tested, 0.02% active; further: potency means the concentration at half of the fitted maximal effect; series mostly up to about 76 µM; % of control where 0% means no effect; nearly all actives have a fitted effect of over 35% in size
#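 Stably transfected U87-MG glioma cells carrying a GRP78-based luciferase sensor; 16 h compound incubation. Luminescence end-point read 10 min after Bright-Glo addition at room temperature.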
# D1 antag – blocks dopamine activation of the human D1 receptor; activity change, negative = inhibition, % at 10 µM; AID 504652; 360,000 tested, 3.2% active; P21728; HEK293 TREx D1 cells, calcium flux, dopamine EC80; hits give low values; in the data active means activity change below about -30%; further: on the % scale 0 is the no-effect control and ±100 the full control effect
#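 Antagonism measured as reduced calcium response to an EC80 dopamine addition following 180 s compound pre-read; cells were inducible HEK293 Trex D1 plated overnight at 30 C, read kinetically at 1 cycle/sec.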
# RXFP1 antag – RXFP1 (human) relaxin receptor antagonism. HEK293-RXFP1, relaxin-stimulated cAMP HTRF, 30 min; hits give low values. activity change, negative = inhibition, % at 57.5 µM. 350,000 tested, 0.59% active. Q9HBX9;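 active means activity change of -60% or lower, but not beyond a set lower limit; inconclusive means change between -60% and -40%, or beyond the set limit; inactive means change above -40%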; further: on the % scale 0 is the no-effect control and ±100 the full control effect
# Vif-APOBEC3G blk – blocks the Vif interaction with human APOBEC3G. Q9HC16. HeLa A3G-eYFP + Vif (tagged APOBEC3G with the HIV-1 protein that degrades it), YFP fluorescence, overnight. Potency, µM (titrated, usually from 46.1 µM), for inactives: at the top dose activity, negative = active, hits mostly inhibitors. 410,000 tested, 0.076% active;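 further: potency means the concentration at half of the fitted maximal effect; on the % scale 0 is the no-effect control and ±100 the full control effect; nearly all actives have a fitted effect of over 60% in size; hits raise eYFP signal because A3G escapes Vif-driven loss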
#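 Read-out is eYFP fluorescence (Ex 488/Em 500-530) from Vif-expressing HeLa A3G-eYFP cells; more signal means A3G escaped Vif-mediated degradation. Cells plated overnight, compound pinned in, incubated overnight at 37 deg C.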
# Vif-A3F inh – Vif-A3F binding inhibition; HeLa A3F-eYFP + Vif (tagged APOBEC3F with the HIV-1 protein that degrades it), YFP fluorescence increase; 390,000 tested, 0.2% active; Potency, µM (series often up to 46.1 µM), inactives show top-dose activity, negative = active; further: potency means the concentration at half of the fitted maximal effect; % of control where 0% means no effect; nearly all actives have a fitted effect of over 65% in size
#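 HeLa cells stably expressing A3F-eYFP plus Vif, plated and incubated overnight at 37 deg C, then exposed to compounds overnight at 37 deg C. Blocked degradation read as raised yellow fluorescence (Ex 488/Em 500-530).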
# D2 potentiator – D2 dopamine receptor (human) potentiation. HEK293 T-REx D2, calcium flux, EC20 dopamine potentiation. 340,000 tested, 0.34% active. AID 485347. potentiation, % at 10 µM;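 active means potentiation over 3 SD above the plate norm, cut at about 30% in these data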; further: 0% is about no effect
# Target sequence (P14416 whole entry, looked up): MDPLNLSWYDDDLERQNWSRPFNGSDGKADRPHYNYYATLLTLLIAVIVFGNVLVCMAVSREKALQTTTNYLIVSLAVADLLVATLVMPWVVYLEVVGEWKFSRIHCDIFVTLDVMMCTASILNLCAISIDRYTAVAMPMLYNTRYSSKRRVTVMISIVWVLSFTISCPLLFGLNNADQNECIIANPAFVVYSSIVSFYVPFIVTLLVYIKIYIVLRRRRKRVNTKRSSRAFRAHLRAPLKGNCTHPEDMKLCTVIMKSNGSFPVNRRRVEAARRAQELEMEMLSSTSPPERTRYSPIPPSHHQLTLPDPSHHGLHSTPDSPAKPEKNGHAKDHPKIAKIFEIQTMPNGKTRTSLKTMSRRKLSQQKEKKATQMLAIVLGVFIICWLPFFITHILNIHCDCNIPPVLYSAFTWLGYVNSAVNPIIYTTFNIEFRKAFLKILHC
#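 Potentiation of an EC20 dopamine calcium response measured kinetically over 180 s, after a preceding 180 s compound-only read flagging agonists. Cells: inducible Hek293 Trex D2 line, 4000/well, cultured overnight at 30 C before dye loading.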
# RXFP1 ag – agonists of human relaxin receptor RXFP1; Q9HBX9; HEK293T-RXFP1 cAMP TR-FRET, 30 min; response scale: percent of porcine relaxin response, buffer zero; Potency, µM (titrated, usually from 57.5 µM), inactives show at the top dose activation, most hits filed as activators; 370,000 tested, 0.3% active; AID 2676; further: potency means the concentration at half of the fitted maximal effect; on the % scale 0 is the no-effect control and ±100 the full control effect; nearly all actives have a fitted effect of over 60% in size; many of its hits are not listed in these tables
#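 HEK293 cells stably expressing RXFP1, treated 30 min at 37C with compounds plus PDE4 inhibitor Ro 20174; cAMP measured by HTRF TR-FRET. Normalized to buffer and 29 nM porcine relaxin; EC50 by Hill fit.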
# * hit, by the source's call; u = inconclusive; x = not tested or not shown. Unless noted, the call rests on the fitted dose curve; in most records, active means well fitted curve in the direction sought with a large enough effect; inconclusive means small, poorly fitted or top-dose-only effect, or another doubt; inactive means no such curve, though single readings can be large; an effect the other way counts as inactive or inconclusive. Some of the compounds tested. The share of hits here may be higher or lower than overall.
SMILES,D1 agonist,D1 potentiator,GRP78 ERSR act,D1 antag,RXFP1 antag,Vif-APOBEC3G blk,Vif-A3F inh,D2 potentiator,RXFP1 ag
O=C(CSc1ncccn1)N1CCCC1,4,-7,1%,14,-8,1%,4%,6,2.7%
Cn1c(=O)[nH]c2ncccc21,3,12,-4%,-3,-3,8%,6%,-6,-1.5%
Cc1cc(C)c2oc(-c3cccc(NC(=O)c4ccc(Br)o4)c3)nc2c1,-1,3,0%,0,x,-1%,-4%,4,-2.2%
COc1ccc(C(=O)NCC(c2cccs2)S(=O)(=O)c2ccc(C)cc2)cc1 (stereo not given),11,-4,-2%,x,x,0%,-5%,9,1.3%
CCN(C(=O)COC(=O)Cn1c(C)csc1=O)c1c(N)n(Cc2ccccc2)c(=O)[nH]c1=O,-1,-6,0%,51,-2,3%,-4%,5,0.6%
O=C(c1cc(Cl)nc2ccccc12)N1CCc2ccccc2C1,1,-4,-3%,-4,12,-19%,1%,4,1.1%
Cn1c(C(=O)N(Cc2ccccc2)Cc2cccs2)cc2sccc21,7,-4,-4%,-8,-4,0%,-12%,-12,3.2%
Cc1cccc(NC(=O)CSc2nc(-c3ccccc3)cc(=O)[nH]2)c1C,-1,-5,-2%,-2,2,5%,-7%,15,-1.8%
CN1CCN(c2c(/C=N/O)c3ccccc3n2C)CC1,2,-1,-3%,-3,-5,-5%,1%,-7,1.4%
CN(C)NC(=S)NC1CC2CCC1C2 (stereo not given),2,0,-1%,-15,x,-3%,u,6,0.6%
CCn1cc(CNC(=S)Nc2cccc3ccccc23)cn1,2,-1,-3%,-8,0,0%,-4%,9,0.1%
O=C(OCc1ccccc1)/C(=C/c1cccc(Br)c1)NC(=O)c1ccco1,2,-2,-4%,2,-11,-1%,2%,-3,-1.0%
CC(C)c1ccc(N2C=Nc3ccc(C(C)C)cc3C2)cc1,13,-8,6%,-26,-20,-4%,-27%,9,1.3%
O=C(c1ccc(Cl)cc1)N1CCCOC1,4,-3,-4%,8,0,-1%,-2%,x,1.0%
Cc1sc2nc(SCc3ccccc3)n(Cc3ccco3)c(=O)c2c1C,0,6,-3%,4,4,1%,-3%,0,-0.6%
CC(=O)Nc1ccc(S(=O)(=O)N2CCN=C2C)cc1,1,2,-2%,2,8,2%,x,5,2.1%
COC(=O)c1c(C(=O)NCc2ccccc2)ncn1CC(O)COc1ccccc1 (stereo not given),2,-2,-6%,-2,5,-1%,0%,-7,-1.0%
COc1ccc(CCNC(=O)CSc2nncn2N)cc1OC,2,0,-2%,-4,5,0%,-4%,10,1.0%
O=C(NC1CCN(C(=O)c2ccccc2Br)CC1)c1ccccc1,2,2,0%,-6,-11,0%,3%,-6,1.7%
COCCOC(=O)c1c(NC(=O)CN2c3ccccc3CC2C)sc(C(N)=O)c1C (stereo not given),0,4,-7%,7,-11,-4%,-17%,13,-0.9%
Cc1ccsc1/C=N/NC(=O)c1ccncc1,3,2,1%,5,u,0%,5%,-1,0.5%
COc1ccc(CCN(C)C(=O)c2cncc(Br)c2)cc1OC,6,5,2%,7,-4,1%,-3%,1,-0.5%
CC(=O)Nc1ccc(S(=O)(=O)Nc2cc3c(cc2C(C)=O)OCO3)cc1,-1,-2,-3%,2,-2,-8%,7%,14,-0.1%
COc1ccc(C)cc1S(=O)(=O)Nc1ccc(F)cc1,-1,-3,3%,32,4,-2%,4%,-9,0.5%
CCOC(=O)c1ccc(Oc2nc(OC)cc(OC)n2)cc1,1,-3,1%,4,28,0%,-6%,7,2.7%

# 5 compounds from above, limited to Vif-APOBEC3G blk:
mol | Vif-APOBEC3G blk
CN1CCN(c2c(/C=N/O)c3ccccc3n2C)CC1 | -5%
O=C(c1cc(Cl)nc2ccccc12)N1CCc2ccccc2C1 | -19%
CC(=O)Nc1ccc(S(=O)(=O)Nc2cc3c(cc2C(C)=O)OCO3)cc1 | -8%
COc1ccc(C)cc1S(=O)(=O)Nc1ccc(F)cc1 | -2%
COCCOC(=O)c1c(NC(=O)CN2c3ccccc3CC2C)sc(C(N)=O)c1C (stereo not given) | -4%

# Returning to the listing with the 4 entries that preceded the break.
SMILES,D1 agonist,D1 potentiator,GRP78 ERSR act,D1 antag,RXFP1 antag,Vif-APOBEC3G blk,Vif-A3F inh,D2 potentiator,RXFP1 ag
COc1ccc(CCN(C)C(=O)c2cncc(Br)c2)cc1OC,6,5,2%,7,-4,1%,-3%,1,-0.5%
CC(=O)Nc1ccc(S(=O)(=O)Nc2cc3c(cc2C(C)=O)OCO3)cc1,-1,-2,-3%,2,-2,-8%,7%,14,-0.1%
COc1ccc(C)cc1S(=O)(=O)Nc1ccc(F)cc1,-1,-3,3%,32,4,-2%,4%,-9,0.5%
CCOC(=O)c1ccc(Oc2nc(OC)cc(OC)n2)cc1,1,-3,1%,4,28,0%,-6%,7,2.7%
CCc1cccc(C)c1NC(=O)c1ccc2c(c1)CCN2S(=O)(=O)c1ccc(Cl)cc1,5,8,-4%,2,-27,2%,4%,19,-4.6%
Cc1cccc(CNC(=O)CSCc2cnn(-c3ccccc3)c2-n2cccc2)c1,20,-2,x,-12,-11,x,x,4,-0.1%
CC(C)c1ccc(-c2nn(-c3ccccc3)cc2C2C(C#N)=C(N)OC3=C2C(=O)CC(C)(C)C3)cc1 (stereo not given),2,-2,u,0,-18,-3%,-1%,-5,0.2%
O=C(CC12CC3CC(CC(C3)C1)C2)Nc1cccc2ncccc12,1,-3,-2%,-1,-5,-1%,2%,7,1.4%
CCCSc1nc2c(c(=O)n(C)c(=O)n2C)n1Cc1ccc(C)cc1,22,4,-1%,7,-8,6%,-6%,11,2.9%
C[C@@H]1CC=C[C@H]2[C@H]1C(=O)N(Cc1ccccc1)[C@H]2c1ccc(Br)cc1F,3,-2,-3%,-16,x,-9%,-3%,9,-0.3%
COC(=O)c1cccc(-c2ccc(C(c3c(C)[nH][nH]c3=O)c3c(C)[nH][nH]c3=O)o2)c1,-3,-3,-12%,11,-5,-8%,-1%,-5,3.4%
CC(C)c1ccc(Nc2nc3ccc(C(=O)c4ccccc4)cc3n3cnnc23)cc1,0,1,u,-6,-9,u,u,3,0.6%
c1cc(N2CCCC2)ccc1C(c1nnnn1C1CCCCC1)N1CCOCC1 (stereo not given),0,-1,-1%,0,0,-7%,2%,11,-0.6%
Cc1ccc(/C=C2/C(=O)c3ccc(C(=O)O)cc3C2=O)o1,10,-4,1%,-10,9,1%,3%,x,2.2%
CN1C(=O)c2ccccc2Sc2ccc(NC(=O)COc3ccc(Cl)cc3)cc21,4,-2,2%,1,-11,1%,1%,-1,0.1%
N#Cc1ccc(/C=C/C(=O)c2cccnc2)cc1,1,-5,-13%,-10,-12,u,8%,0,-2.1%
Cc1ccc(CNC(=O)C2CCC(=O)N(CCc3ccccc3)C2)s1 (stereo not given),5,-2,10%,17,13,-1%,-4%,-1,-0.4%
O=C(CN1C(=O)c2ccccc2C1=O)Nc1nccs1,0,-4,-6%,7,5,0%,1%,3,-1.5%
Nc1ccccc1Nc1nc2ccccc2[nH]1,11,-4,-3%,-2,3,-1%,u,1,0.3%
Cc1cc(C)c(NC(=O)CN(C)C(C)C(=O)N2CCc3ccccc32)c(C)c1 (stereo not given),1,-2,-5%,7,-9,0%,1%,10,1.2%
Cc1cc(NC(=O)CSc2nc3c([nH]c4ccccc43)c(=O)n2-c2cccc(C(F)(F)F)c2)no1,-3,-8,-8%,10,-30,-14%,-19%,20,1.7%
COc1ccc(OC)c(C2CC(=O)NC(SC)=C2C#N)c1 (stereo not given),5,-5,3%,-9,x,3%,1%,6,0.5%
CCOc1ccccc1/C=C(\C(=O)O)c1ccc(S(=O)(=O)N2CCCCC2)s1,x,x,-1%,x,-24,-2%,-3%,x,x
Cc1csc(=O)n1CC(=O)Nc1ccc(S(C)(=O)=O)cc1,x,x,-4%,x,0,2%,-2%,x,x
N#CC1(NC(=O)CSc2nnc(COc3ccccc3F)n2N)CCCCC1,2,1,-1%,-5,8,-2%,2%,7,-1.1%
CC(C)CCNC(=O)c1ccc2c(c1)N(Cc1cccc(Cl)c1)C(=O)c1ccccc1S2,1,-2,0%,26,1,1%,4%,-15,3.5%
O=c1c2c3nc4ccccc4nc3n(-c3ccc4c(c3)OCCO4)c2ncn1CC1CCCO1 (stereo not given),-1,0,x,-1,x,x,x,8,-0.3%
O=C(O)c1ccccc1Cc1nc2cc(Cl)ccc2c(=O)[nH]1,3,-4,-3%,-4,-5,3%,1%,x,4.1%
Cc1cccc(OCc2nnc(SCC(=O)NCCc3ccccc3)o2)c1,20,3,-4%,-15,-2,1%,0%,0,0.4%
C#CCOCCOCCOCCNc1nc(N2CCN(C(=O)CCCCCCCCCCNC(=O)[C@H](CCCCN)n3cc(CCCC(=O)O)nn3)CC2)nc(N2CCN(C(=O)CCCCCCCCCCNC(=O)[C@@H]([C@H](C)O)n3cc(C)nn3)CC2)n1,44*,6,1%,6,x,-7%,0%,-1,0.6%
Cc1cc(C(F)F)n2nc(C(=O)Nc3ccc(F)cc3F)nc2n1,-1,-2,4%,4,0,0%,-7%,2,-0.8%
